# Wnt bcat act: Wnt/beta-catenin pathway activation; Wnt/beta-catenin reporter cell assay, activator, plate reader; activation, % at 9.35 µM; 300,000 compounds, 1.2% hits; AID 743398; in the data active = activation above about 30%, passing the limit was not always enough; inconclusive = no clear call, values can overlap the other calls;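 note: 0% = neutral control wells and 100% = positive control wells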
# SR-BI uptake up: enhances SR-BI lipid uptake from DiI-HDL | CHO ldlA[mSR-BI] cells, DiI-HDL uptake fluorescence, 3 h; 100 = double the neutral-control signal | activation, % at 12.5 µM | 320,000 compounds, 0.096% hits | AID 504775;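 active = mean replicate activation of at least 60% and every replicate at or above 60%; inconclusive = mean or all-replicate condition met, but not both; inactive = mean below 60% and not all replicates reaching 60%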;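 note: 0% = median plate neutral-control signal and 100% = twice that signal; values of inactives mirror those of a sister screen read the other way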
#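 Material – SR-BI-overexpressing, LDLR-lacking CHO cells · Medium – BSA-supplemented, HEPES-buffered Ham's F12, pH 7.4 · Doses – single concentration · Times – compound with DiI-HDL co-incubation, 3 h at 37 °C · Measured by – bottom-read fluorescence, 550/595 nm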
# phage Ecoli inh: E. coli growth loss with phage present; growth absorbance; inhibition, % at 11.9 µM; 360,000 compounds, 0.26% hits; in the data active = inhibition above about 11%
# Tat transport: blocks Tat-dependent protein export in E. coli; E. coli MC4100 TorA-mCherry Tat export, fluorescence; inhibition, % at 10 µM; 340,000 compounds, 0.036% hits;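 active = mean replicate inhibition at least 50% and at least half of replicates individually reaching 50%; inconclusive = only one of the two criteria met; inactive = neither criterion met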;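 note: exported cargo escapes ClpAP degradation while cytoplasmic cargo is degraded and loses fluorescence; 0% = median of neutral control wells and 100% = median of NaSCN control wells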
# CAL PDZ FP-1: blocks peptide binding to the human CAL PDZ domain; Q9HD26; purified CAL PDZ, TMR-peptide fluorescence polarization, 1 h; inhibition, % at 24.9 µM; 300,000 compounds, 0.92% hits; AID 602252;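 active = mean inhibition of at least 30% with at least half of replicates also reaching 30%; inconclusive = no clear call, values can overlap the other calls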;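 note: 0% = DMSO neutral control and 100% = excess unlabeled competitor peptide PRC23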
# E coli growth: counter-screen for AddAB inhibitors: E. coli growth inhibition; 330,000 compounds, 0.27% hits; AID 449728; inhibition, % at 11.9 µM; E. coli V3065 growth, OD600 absorbance, 18 h;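 active = inhibition above the campaign's mean inhibition across all tested compounds plus 3 SD, cut at about 9.9% in these data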;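 note: uninfected addAB+ strain grown without phage in ampicillin broth; 0% = DMSO wells and 100% = ciprofloxacin 0.95 µg/ml wells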
# MITF TRPM1 HTS: increases MITF-driven TRPM1 promoter luciferase signal. 300,000 compounds, 0.75% hits. SK-MEL-5 TRPM1-promoter luciferase, 24 h; % of positive control, neutral wells = 0. activation, % at 12.5 µM. AID 588334;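 active = mean activation of at least 80% with every replicate also reaching 80%; inconclusive = mean reaches 80% but some replicate falls short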;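 note: 0% = neutral control wells and 100% = parthenolide positive control wells; values of inactives mirror those of a sister screen read the other way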
# CAL PDZ FP-2: blocks peptide binding to human CAL PDZ domain; AID 504414; inhibition, % at 20 µM; Q9HD26; 330,000 compounds, 0.02% hits; purified CAL PDZ, TMR-peptide fluorescence polarization, 1 h;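 active = highest replicate inhibition of at least 40%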;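 note: plate controls were DMSO neutral control wells for no effect and unlabeled competitor peptide control wells for full effect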
#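 Material – purified CerCALP PDZ construct · Detection – FP readout, S and P plane fluorescence · Measure – percent inhibition from loss of millipolarization · Controls – unlabelled peptide for full inhibition, DMSO wells as neutral · Probe or stimulus – TMR-labelled reporter peptide T*-PRC34 bound in PDZ groove · Times – 1 h at RT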
# AddAB inh: less growth of phage-infected E. coli with AddAB; E. coli expressing H. pylori AddAB, absorbance growth; inhibition, % at 11.9 µM; 330,000 compounds, 0.29% hits; AID 435030; in the data active = inhibition above about 12%;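 note: 0% = vehicle wells of infected cells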
# SR-BI DiI inh: inhibitors of mouse SR-BI mediated HDL lipid uptake; Q61009; AID 488896; 320,000 compounds, 0.96% hits; inhibition, % at 12.5 µM; ldlA[mSR-BI] CHO cells, DiI-HDL uptake fluorescence, 3 h;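 active = mean replicate inhibition of at least 70% and a set share of replicates each scoring 70 or more; inconclusive = meets just one of the two criteria; inactive = fails both criteria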;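 note: 0% = median of neutral control wells and 100% = median of positive control wells; values of inactives mirror those of a sister screen read the other way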
# Target sequence (Q61009 whole entry, looked up): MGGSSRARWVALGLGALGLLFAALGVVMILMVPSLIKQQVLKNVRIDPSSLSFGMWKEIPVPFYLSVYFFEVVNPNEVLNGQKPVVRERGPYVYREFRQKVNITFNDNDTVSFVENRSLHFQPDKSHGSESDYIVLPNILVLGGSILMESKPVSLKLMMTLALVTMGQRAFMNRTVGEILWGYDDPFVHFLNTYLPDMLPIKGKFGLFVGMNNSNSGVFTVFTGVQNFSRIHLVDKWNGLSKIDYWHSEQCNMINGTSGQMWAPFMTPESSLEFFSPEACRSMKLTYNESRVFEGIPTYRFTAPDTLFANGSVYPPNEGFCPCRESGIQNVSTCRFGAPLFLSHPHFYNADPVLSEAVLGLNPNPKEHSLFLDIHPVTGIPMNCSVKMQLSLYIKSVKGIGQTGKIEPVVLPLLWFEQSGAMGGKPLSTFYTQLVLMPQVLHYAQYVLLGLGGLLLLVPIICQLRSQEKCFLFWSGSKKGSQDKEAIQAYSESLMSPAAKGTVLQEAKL
# * = called active by the depositor; ? = inconclusive; nt = no result given; & = joins results of further samples.
Compound	Wnt bcat act	SR-BI uptake up	phage Ecoli inh	Tat transport	CAL PDZ FP-1	E coli growth	MITF TRPM1 HTS	CAL PDZ FP-2	AddAB inh	SR-BI DiI inh
COc1ccc(C(=O)OCC(=O)NC2CCCC2)c(OC)c1	5	13	1.4	-8	-1	-3.6	7	-2.1	1.2	-13
CNc1nn(-c2cccc(Cl)c2)nc1N	nt	12	-2.3	2	-1	-1.6	57	-2.3	1.4	-12
CCN(c1ccccc1C)S(=O)(=O)c1nnc(NC(=O)c2ccco2)s1	0	6	1.7	-1	nt	2.7	7	0.0	1.8	-6
Nc1nc(COc2ccccc2)cs1	7	-1	1.9	-3	-4	-1.7	34	0.8	-0.1	1
Cc1cccc(-n2c(CNC(=O)Cc3ccccc3)n[nH]c2=S)c1	-3	0	4.0	-5	-6	-0.1	6	-0.2	-0.7	0
CCNc1nc2[nH]c(=O)c3c(c2s1)OC(N)=C(C#N)C3c1ccc(C)cc1 (centres undefined)	-1	-11	0.5	-9	-2	-3.4	-3	1.1	-0.3	11
COC(=O)C1=C(C)NC(C)=C(C(=O)OC)C1C(=O)OCC(=O)N1c2ccccc2CC1C (centres undefined)	-5&-1	13&-17	1.1&2.2	-5&9	-3&-4	-1.7	19&-3	-0.8&-1.2	2.1	-13&17
Cc1cc(C)c2c(n1)SCC(=O)N2CC(=O)Nc1ccc(Br)c(C)c1	2	-15	2.7	-5	-4	-1.1	-5	-4.3	4.1	15
COc1ccc(OCC(=O)NC(=S)Nc2ccccc2F)cc1	0	-6	2.5	6	1	0.6	1	-1.7	1.0	6
O=[N+]([O-])c1ccc(/C=[N+](\[O-])[C@@H]2CCCC[C@@H]2/[N+]([O-])=C/c2ccc([N+](=O)[O-])o2)o1	22	-5	2.8	-17	-3	7.6	-82	0.1	5.0	5
Cc1[nH]nc(N)c1-c1ccccc1	-1	-5	0.6	-2	5	0.7	1	-1.2	2.3	5
CCOc1ccc2c(c1)/C(=C(\C(Cl)=C(Cl)Cl)[N+](=O)[O-])N2	1	17	2.8	-5	5	0.9	-11	-0.8	0.7	-17
O=C1CC(N2CCCN(C3CC(=O)N(c4ccc(F)cc4)C3=O)CC2)C(=O)N1c1ccc(F)cc1 (centres undefined)	nt	10	1.6	2	nt	-0.7	1	0.4	4.5	-10
CC1(C)CC2CC(C)(CN2C(=O)COC(=O)c2ccc(Cl)cc2N)C1 (centres undefined)	-1	-20	-0.3	-2	-8	-0.2	-4	nt	-0.8	20
CC(=O)N/N=C\c1cccc(OC/C=C/c2ccccc2)c1	18	13	1.5	1	0	nt	16	-0.8	nt	-13
CC1Oc2ccccc2C=C1/C=N/NC(=O)c1ccccc1O (centres undefined)	16	12	1.3	-2	2	-1.9	14	-3.2	0.3	-12
COc1ccccc1C(=O)NC(C)c1ccc(-n2ccnc2)cc1 (centres undefined)	-3	-3	3.2	-7	-1	3.1	-16	-0.3	0.5	3
COC(=O)C1CCN(Cc2c(C(=O)N3C[C@@H](C)O[C@@H](C)C3)nc3ccc(Cl)cn23)CC1	1	13	-0.3	-3	nt	1.3	-5	0.0	0.8	-13
CC1OC(Nc2ccc(N=Nc3ccccc3)cc2)C(O)C(O)C1O (centres undefined)	1	0	3.6	3	3	0.3	16	-1.3	0.1	0
S=C(Nc1ccc(Cl)cc1Cl)Nc1ccccc1Oc1ccccc1	nt	-27	nt	3	2	2.9	10	nt	-0.3	27
CN(CC(=O)Nc1ccccc1Br)CC(=O)Nc1ccccc1-c1ccccc1	0	9	-0.9	4	-7	1.1	14	-1.5	-0.7	-9
CCOC(=O)c1c(NC(=O)COC(=O)c2ccccn2)sc(C)c1C	-1	29	-1.8	0	-4	1.9	6	-1.2	1.5	-29
Cc1ccccc1N(CC(=O)N/N=C/c1cc(Br)c(C)o1)S(C)(=O)=O	nt	13	1.7	-3	6	0.3	-3	-1.3	2.0	-13
COc1ccc(OC)c2c1sc(=NC(=O)C1CCCCC1)n2C	10	-5	0.3	-5	-1	0.5	8	-0.5	0.3	5
COc1ccc(/C=C2\NC(=S)N(CC3CCCO3)C2=O)c(OC)c1C (centres undefined)	nt	-11	2.1	-1	-7	-1.1	-13	-1.5	0.9	11

# More results.
Compound	Wnt bcat act	SR-BI uptake up	phage Ecoli inh	Tat transport	CAL PDZ FP-1	E coli growth	MITF TRPM1 HTS	CAL PDZ FP-2	AddAB inh	SR-BI DiI inh
CC(C)(C)N(Cc1ccccc1)C(=O)c1ccc(Cl)cc1[N+](=O)[O-]	5	-23	2.2	2	0	-0.3	4	-1.7	0.1	23
C=CCn1c(=O)/c(=C/c2ccc(Cl)cc2)s/c1=C(/C#N)c1nnc2n1CCCCC2	-3	-46	-1.6	0	1	-2.0	4	-3.1	-2.6	46
Clc1ccc(-c2[nH]ncc2N=Nc2ccccc2)cc1	1	-59	-0.3	-2	-1	-1.7	15	nt	-0.6	59
Cc1cc(C)cc(NS(=O)(=O)c2ccc3[nH]c(=O)[nH]c3c2)c1	nt	-8	2.9	-2	-6	2.9	1	-1.7	0.7	8
CCCNC(=O)NS(=O)(=O)c1cnccc1Sc1ccc(Cl)c(Cl)c1	-3	26	1.3	7	-1	1.4	6	-2.6	3.1	-26
Cc1nc(-c2ccccc2)sc1C1(C)CC(c2ccc(OC(F)(F)F)cc2)=NO1 (centres undefined)	-2	-19	2.6	12	4	-0.5	9	-0.3	3.2	19
COc1ccccc1C(=O)N/C(=C/c1ccco1)C(=O)Nc1ccc(C(=O)O)cc1	9	nt	1.0	1	nt	-1.5	1	-1.0	1.1	nt
Cc1ccc(S(=O)(=O)N2CCN(C(=O)c3cc(S(=O)(=O)N4CCOCC4)ccc3Cl)CC2)c(C)c1	0	-2	-1.1	-1	-3	nt	nt	-0.6	nt	2
CC(C)Nc1nc(Oc2cccc(Cl)c2Cl)cc(C(F)(F)F)n1	nt	-18	5.4	-1	1	-2.3	nt	0.9	1.6	18
COc1ccccc1Nc1cc2cc(Br)ccc2c(=O)[nH]1	-4	-27	0.7	-22	-5	-2.2	-14	-0.6	-2.8	27
O=C(OC1CO[C@H]2O[C@@H]1[C@H](OC(=O)c1ccccc1)[C@H]2OC(=O)c1ccccc1)c1ccccc1 (some centres undefined)	1	nt	-2.7	nt	nt	-2.6	nt	nt	5.0	nt
Cc1ccc(C2CN=NC23CCc2ccccc2C3=O)cc1 (centres undefined)	3	19	3.7	-2	-2	4.4	7	-0.3	5.2	-19
C/C(=N\Nc1ccc2nncn2n1)c1ccc(Cl)s1	-2	nt	0.5	nt	nt	-1.5	nt	nt	0.6	nt
COc1ccc(NC(=O)c2nc(-n3nc(C)cc3C)ccc2Cl)cc1Cl	2	-28	1.5	3	-1	1.7	1	-1.7	4.4	28
CCOc1ccccc1N1CCN(CC(O)COc2ccc3c(C)cc(=O)oc3c2)CC1 (centres undefined)	-1	-33	1.8	-4	-7	1.4	-6	-2.5	-0.1	33
COc1ccc(S(=O)(=O)N2CCN(c3cnccn3)CC2)cc1	-3	11	1.1	1	nt	-2.0	10	0.8	-4.0	-11
O=C(NCN1CCCCC1)c1cnccn1	-3	9	1.4	-13	-3	1.4	-9	-0.6	2.3	-9
CCOC(=O)c1nn(-c2c(C)n(C)n(-c3ccccc3)c2=O)cc1O	-1	21	1.7	9	0	0.5	-8	nt	4.2	-21
CC1(C)N=C2C(=[N+]1[O-])CCC/C2=N\O	2	8	1.9	?	-3	-1.3	nt	-0.5	0.8	-8
COC(=O)Cn1c(N)[n+](Cc2ccccc2)c2ccccc21	-2	14	3.2	-10	0	0.9	4	0.5	3.6	-14
C=C1CCC[C@]2(C)C[C@H]3OC(=O)C(CNC(C)CC)[C@H]3CC12 (some centres undefined)	3	nt	-0.9	0	-1	0.4	4	-0.2	-0.9	nt
COc1ccc(NC(=O)CSc2n[nH]c(N)n2)c([N+](=O)[O-])c1	-2	8	-0.2	3	nt	1.0	8	-3.4	-1.2	-8
Cc1cc(C)n2nc(CCc3ccccc3)nc2n1	nt	12	2.2	5	nt	-0.3	16	-0.6	-1.2	-12
O=C(c1cccc(S(=O)(=O)N2CCc3ccccc32)c1)N1CCN(c2ccccn2)CC1	1	-7	2.9	0	-7	1.6	1	-1.2	-1.0	7
COc1ccccc1Oc1coc2c(CN3CCN(C)CC3)c(O)ccc2c1=O	nt	-1	-3.5	5	-1	0.6	-9	-2.4	1.5	1

# More results follow.
Compound	Wnt bcat act	SR-BI uptake up	phage Ecoli inh	Tat transport	CAL PDZ FP-1	E coli growth	MITF TRPM1 HTS	CAL PDZ FP-2	AddAB inh	SR-BI DiI inh
CCOc1ccccc1N1CCN(C(=O)CCCN2C(=O)c3cccc4cccc(c34)C2=O)CC1	-4	-15	-5.6	3	-7	-1.6	2	-1.2	-1.6	15
O=C(NC(=S)Nc1ccc(CN2CCOCC2)cc1)c1ccc(-c2cccc(Cl)c2)o1	4	-38	2.8	3	-5	-2.6	nt	-1.0	-0.5	38
COc1cc(C(N)=O)cc(Cl)c1OCc1ccccc1	-1	13	5.0	1	nt	1.9	2	-2.0	2.1	-13
CC(C)COc1cccc(C(=O)NC(=S)Nc2cccc(NC(=O)c3ccccc3Cl)c2)c1	nt	-58	2.1	-5	-3	-1.7	0	-2.3	4.0	58
O=C(NCC(c1ccco1)N1CCCCC1)c1ccc(OCc2ccccc2)cc1 (centres undefined)	-1	7	2.3	-2	-5	-0.1	-2	-1.9	0.4	-7
O=C(OCC(=O)N1CCCCCC1)c1ccc[nH]c1=O	-3	28	5.6	-17	-2	0.4	16	-1.2	0.3	-28
COc1ccc(C(CC(=O)Nc2ccccn2)N2Cc3ccccc3C2=O)cc1OC (centres undefined)	0	11	1.2	-5	-12	-1.7	-8	-0.5	1.2	-11
COc1ccccc1NC(=O)CCc1nnc2ccc(N3CCC4(CC3)OCCO4)nn12	0	-7	-0.4	-6	1	2.3	-5	-2.3	2.3	7
O=C(Cn1cc(C(=O)c2ccco2)c2ccccc21)NC1CC1	-1	0	2.9	-7	2	0.4	-11	-1.8	-1.5	0
CCOC(=O)C(=O)Nc1ccccc1C(=O)NC(C)C	-5	16	3.0	1	1	-0.5	-2	-0.8	-1.0	-16
CCOCCCNC(=S)N(CCCN(C)C)Cc1cc2cc3c(cc2[nH]c1=O)OCCO3	-1	18	-1.5	-4	5	0.1	-3	-1.7	2.0	-18

# As a working copy, some entries already given.
Compound	Wnt bcat act	SR-BI uptake up	phage Ecoli inh	Tat transport	CAL PDZ FP-1	E coli growth	MITF TRPM1 HTS	CAL PDZ FP-2	AddAB inh	SR-BI DiI inh
CCOc1ccccc1N1CCN(C(=O)CCCN2C(=O)c3cccc4cccc(c34)C2=O)CC1	-4	-15	-5.6	3	-7	-1.6	2	-1.2	-1.6	15
O=C(NC(=S)Nc1ccc(CN2CCOCC2)cc1)c1ccc(-c2cccc(Cl)c2)o1	4	-38	2.8	3	-5	-2.6	nt	-1.0	-0.5	38
